DT40 TDP1 CPT: growth inhibition of DT40 Tdp1-/-;hTDP1 cells with camptothecin (screen for TDP1 inhibitors); chicken DT40 Tdp1-/-;hTDP1 cells + 20 nM CPT, ATP luminescence, 48 h; Potency, µM (highest dose often 46.2 µM), for the others: at the top dose activity change, negative = growth inhibition, most hits filed as inhibitors; 420,000 compounds, 12% hits; AID 686979; further: nearly all actives have a fitted effect of over 55% in size
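Cell growth measured by CellTiter-Glo luminescence after a minimum 48 h, 37 C compound exposure with 20 nM CPT in Tdp1-knockout DT40 cells stably expressing hTDP1, seeded 400/well; qHTS titration format.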
TDP1 cell noCPT: qHTS for Inhibitors of human tyrosyl-DNA phosphodiesterase 1 (TDP1): qHTS in cells in absence of CPT; DT40 Tdp1-/- hTDP1 cells, no CPT, ATP luminescence, 48 h; Potency, µM (doses to about 46.2 µM), for the others: at the top dose activity change, negative = growth inhibition, actives largely listed as inhibitors; 420,000 compounds, 15% hits; AID 686978, 2013; further: nearly all actives have a fitted effect of over 55% in size
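Seeded 400 DT40-hTDP1 cells/well (vehicle DMSO, no 20 nM CPT); pinned compounds; ≥48 hr at 37 °C; CellTiter-Glo luminescence as viability measure.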
KAT2A inh: inhibitors of human GCN5L2 histone acetyltransferase | Q92830 | GCN5L2 HAT assay, ThioGlo1 CoA-SH fluorescence | Potency, µM (doses to about 58.9 µM), for the others: top-dose activity change, negative = inhibition, hits mostly inhibitors | 390,000 compounds, 0.21% hits
Target sequence (Q92830 whole entry, looked up): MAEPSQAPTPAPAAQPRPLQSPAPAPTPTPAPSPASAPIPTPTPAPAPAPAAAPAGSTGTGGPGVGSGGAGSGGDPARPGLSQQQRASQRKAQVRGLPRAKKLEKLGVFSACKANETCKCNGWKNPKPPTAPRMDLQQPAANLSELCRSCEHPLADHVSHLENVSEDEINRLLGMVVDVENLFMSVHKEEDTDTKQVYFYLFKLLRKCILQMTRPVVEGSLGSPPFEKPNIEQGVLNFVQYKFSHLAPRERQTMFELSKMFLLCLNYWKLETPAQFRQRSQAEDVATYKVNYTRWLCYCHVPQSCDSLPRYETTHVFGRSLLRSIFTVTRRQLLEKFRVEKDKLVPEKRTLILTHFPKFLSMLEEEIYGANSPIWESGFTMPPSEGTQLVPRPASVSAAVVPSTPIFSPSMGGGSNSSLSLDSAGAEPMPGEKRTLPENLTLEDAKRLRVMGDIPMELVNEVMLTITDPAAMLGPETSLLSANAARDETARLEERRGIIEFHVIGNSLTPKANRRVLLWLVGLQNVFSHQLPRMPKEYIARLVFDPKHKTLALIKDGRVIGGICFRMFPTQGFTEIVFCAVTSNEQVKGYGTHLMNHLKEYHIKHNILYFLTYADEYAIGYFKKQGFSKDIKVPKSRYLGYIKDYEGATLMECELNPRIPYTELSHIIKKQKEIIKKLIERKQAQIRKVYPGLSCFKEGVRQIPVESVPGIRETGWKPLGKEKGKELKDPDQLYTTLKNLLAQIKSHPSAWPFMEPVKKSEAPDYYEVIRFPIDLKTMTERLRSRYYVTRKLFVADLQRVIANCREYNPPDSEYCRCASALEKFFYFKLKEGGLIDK
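Compounds, pin-transferred from DMSO stocks, meet 20nM GCN5L2 for 15 min before the reaction begins with H3(1-25) peptide (75uM) and acetyl-CoA (70uM). Thiol-reactive ThioGlo1 reports CoA release over 20 min at room temperature.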
* hit, by the source's call; u = inconclusive; x = no result given; & = joins results of further samples. The call rests on the fitted dose curve; in most records, active means well fitted curve in the direction sought with a large enough effect; inconclusive means small, poorly fitted or top-dose-only effect, or another doubt; inactive means no such curve, though single readings can be large; an effect the other way counts as inactive or inconclusive. On the % scale 0 is the no-effect control and ±100 the full control effect; potency means the concentration at half of the fitted maximal effect. These rows are one share of the data; rates above refer to the full screens.

Values in the order – KAT2A inh, DT40 TDP1 CPT, TDP1 cell noCPT
O=C(O)CC(SCC(=O)Nc1ccccc1)C(=O)O (stereo unspecified)
→ -7%, 8%, -23%
COc1cc2cc(Br)cc(Br)c2nc1C
→ -7%, -1%, -9%
COC(=O)c1sc2cc(C(F)(F)F)cnc2c1-c1cccnc1
→ -2%, 1%, -15%
Cn1c(-c2cccc(OCc3ccccc3)c2)nc2c1c(=O)[nH]c(=O)n2Cc1ccccc1
→ 3%, 21µM*, 16µM*
CC(=O)c1c(O)c2cccc3c2n(c1=O)CCC3
→ -4%, 7%, -21%
C/C=C(/C)C(=O)Nc1cccc(C2=NOC3(C2)C[C@@H](C(N)=O)N(C(=O)C2(C)CC2)C3)c1 (stereo partly specified)
→ 1%, -8%, -16%
O=C(COC(=O)/C=C/c1cccc([N+](=O)[O-])c1)NCC1CCCO1 (stereo unspecified)
→ -1%, -1%, -18%
CCn1c(NC(=O)C(C)C)c(-c2cccs2)c(=O)c2ccccc21
→ -6%, 3%, 2%
CC(C)(C)c1ccc(CC(=O)N2CCC2(C)C(=O)NS(=O)(=O)c2ccc3c(c2)CCO3)cc1 (stereo unspecified)
→ x, 9%, -2%
Cc1c(C(=O)NCc2cccnc2)oc2ccc(S(=O)(=O)N3CC(C)CC(C)C3)cc12 (stereo unspecified)
→ 2%, u, -29%
O=C(O)c1ccccc1-c1ccccc1C(=O)Nc1ccc(OC(F)(F)F)cc1
→ -2%, 1%, 20%
CCCNS(=O)(=O)c1cc(-c2nnc3c4ccccc4c(C)nn23)ccc1OC
→ -4%, -9%, -19%
COc1ccc(N2CCN(C(=O)CCNS(=O)(=O)c3cc(Br)cnc3N)CC2)cc1
→ 0%, -27%, u
CCOc1ccc(NC(=O)c2oc3ccccc3c2NC(=O)C2CCCCC2)cc1
→ 2%, -16%, u
Cc1ccc(Nc2nc3nonc3nc2N(C)C)cc1
→ 2%, -4%, -23%
C#CCn1c(CCNC(=O)c2ccco2)nc2ccccc21
→ -5%, -16%, -1%
C=CCn1c(Oc2cccc(C)c2)nc2c1c(=O)n(C)c(=O)n2C
→ -2%, -27%, u
COc1ccc(C2NS(=O)(=O)OCC2C)cc1 (stereo unspecified)
→ -4%, -5%, -8%
O=C(Nc1ccccc1-c1ccccc1)c1cccc([N+](=O)[O-])c1
→ -16%, -25%, -26%
O=S(=O)(Nc1ccc(-c2cn3c(n2)SCC3)cc1)c1cc(F)ccc1F
→ x, -14%, u

A section of the results above:
Values in the order – KAT2A inh, DT40 TDP1 CPT, TDP1 cell noCPT
O=C(Nc1ccccc1-c1ccccc1)c1cccc([N+](=O)[O-])c1
→ -16%, -25%, -26%
O=S(=O)(Nc1ccc(-c2cn3c(n2)SCC3)cc1)c1cc(F)ccc1F
→ x, -14%, u

The results go on.
Values in the order – KAT2A inh, DT40 TDP1 CPT, TDP1 cell noCPT
COc1ccc(S(=O)(=O)NCCSCc2ccc(Cl)cc2)cc1NC(C)=O
→ -23%, u, 26µM*
O=C(NC1CCCCC1)N(Cc1cc2cc3c(cc2[nH]c1=O)OCCO3)CC1CCCO1 (stereo unspecified)
→ -6%, u, u
COc1ccc(CC(=O)NNc2ncnc3c2cnn3C)cc1OC
→ 0%, -8%, -24%
CC(C)C[C@H]1CN(CCCC[C@H]2CNC(=O)C(=O)N2CCc2ccccc2)C(=O)C(=O)N1CCC1CCCCC1
→ x, -2%, -6%
O=C1CC(c2ccccc2)CC(O)=C1C=Nc1ccc(O)cc1 (stereo unspecified)
→ -2%, u, u
C(=C\c1ccc2nncn2c1)/c1ccccc1
→ x, u, -29%
COc1ccccc1OCCSc1ncnc2nc[nH]c12
→ -1%, u, u
O=C(Nc1ccc(NC(=O)c2cccs2)cc1)c1cccc(Br)c1
→ -1%, u, u
COc1ccc(Cl)cc1C(=O)Nc1ccc2c(c1)OCCO2
→ 2%, u, -29%
C#CCOCCOCCOCCNc1nc(N2CCN(C(=O)CCCCCCCCCCNC(=O)Cn3cc(C[C@@H](C)O)nn3)CC2)nc(N2CCN(C(=O)CCCCCCCCCCNC(=O)[C@@H]([C@H](C)O)n3cc(C)nn3)CC2)n1
→ -4%, 7.3µM*, 7.3µM*
O=C(CN1CCN(C(=O)c2cccc(S(=O)(=O)N3CCCC3)c2)CC1)Nc1ccccc1Cl
→ -10%, -30%, u
COC(=O)C(C(=O)OC)c1ccc(NC(=O)c2cccc(Cl)c2)cc1
→ -10%, 0%, -4%
CCOC(=O)C1(CC)NC(c2cccc(F)c2)C2C(=O)N(CC)C(=O)C21 (stereo unspecified)
→ -13%, -5%, -34%
Cc1ccc(S(=O)(=O)CCC(=O)OC(C)C(=O)N2CCc3ccccc32)cc1 (stereo unspecified)
→ 2%, -5%, -18%
COc1cc(C)c(CN2CCCCC2CO)cc1C (stereo unspecified)
→ 2%, 1%, -2%
Oc1ccc(/C=N/Nc2nccnc2Cl)c(O)c1
→ 2%, 3.3µM*, 3.3µM*
CCn1cc(C(=O)NCC(C)C)c(=O)c2cc(F)c(N3CCN(C)CC3)cc21
→ -3%, 4%, 10%
COc1cc(CNC[C@H]2O[C@@H](n3cc(C)c(=O)[nH]c3=O)C[C@@H]2O)ccc1OCc1cccc(Cl)c1
→ x, -21%, 3%
CC(C)(C)N1CC(c2nc3ccccc3n2CCOc2ccccc2)CC1=O (stereo unspecified)
→ 2%, u, u
COc1cccc2cc(C(=O)N3CCN(c4ncccn4)CC3)c(=O)oc12
→ -25%, -5%, -22%

Values in the order – KAT2A inh, DT40 TDP1 CPT, TDP1 cell noCPT
COc1cccc(CNC(=O)C(=O)NCCC2CCCCN2S(=O)(=O)c2ccccc2)c1 (stereo unspecified)
→ -28%, u, u
CCc1ccc(NC(=S)NCC2CCCN2CC)cc1 (stereo unspecified)
→ -1%, 2%, -20%
CCCCNc1nc(=S)[nH]c2cc(OC)c(OC)cc12
→ -15%, -7%, -22%
CCOc1ccc(C(=O)CCC(=O)NN2C(=O)NC3(CCCCC3)C2=O)cc1
→ 0%, 3%, -22%
CC(OC(=O)C12CCC(=O)N1c1ccccc1S2)C(=O)Nc1cccc(Cl)c1 (stereo unspecified)
→ -1%, -15%, 4%
CC(C)C[C@H]1COc2cc(N3CCN(Cc4ccccc4F)CC3)ccc2S(=O)(=O)N1
→ x, u, u
C/C(=N/NC(=O)CNC(=O)c1ccccc1)c1ccc(C)cc1
→ -3%, -7%, 0%
COc1cc(OC)cc(C(=O)Nc2ccc3c(c2)OCCO3)c1
→ -4%&0%, u, u
COC(=O)C1C(=O)C=C(Nc2ccc(F)cc2)CC1c1ccc(OC)cc1 (stereo unspecified)
→ -1%, 6%, -20%
Cc1occc1C(=O)NCCCCc1ccccc1
→ -6%, -28%, -27%
Cc1cc(O)c(C(c2cccc(Cl)c2)N2CCN(c3ccccc3)CC2)c(=O)n1Cc1ccco1 (stereo unspecified)
→ -10%, u, u
O=c1c(-c2cccc(Cl)c2)nc2cncnc2n1Cc1ccccc1
→ -14%, u, 6%
Cc1cccc(C)c1NC(=O)C1(C)CSCC(=O)N1CCc1ccc(O)cc1 (stereo unspecified)
→ x, 24%, 3%
COc1cc(C2CC(c3c(C)cc(C)[nH]c3=O)=NN2c2ccccc2F)cc(OC)c1OC (stereo unspecified)
→ u, u, u
CCOC(=O)N1CCN(CCC(=O)Nc2cc(C)ccc2OC)CC1
→ -8%, 13%, -13%
COc1ccc(/C=C(\NC(=O)c2ccco2)C(=O)N2CCCCC2)cc1
→ -3%, 1%, -6%
O=C(CCc1ccc(S(=O)(=O)N2CCOCC2)cc1)OCc1nc2ccccc2s1
→ -5%, -12%, -7%
O=C(COC(=O)c1ccc(Cl)s1)c1cc2ccccc2o1
→ -9%, -18%, -17%
CCN1CCC(N(Cc2cccc(OC)c2)C(=O)Nc2ccc(C)cc2Cl)CC1
→ 3%, u, 18µM*
Cc1ccc(Cn2c(SCc3ccc(C(=O)N4CCCCCC4)cc3)nc3ccncc32)cc1
→ -2%, u, 21µM*

Overlap with the part before: 7 entries, followed by the next part.
Values in the order – KAT2A inh, DT40 TDP1 CPT, TDP1 cell noCPT
COc1cc(C2CC(c3c(C)cc(C)[nH]c3=O)=NN2c2ccccc2F)cc(OC)c1OC (stereo unspecified)
→ u, u, u
CCOC(=O)N1CCN(CCC(=O)Nc2cc(C)ccc2OC)CC1
→ -8%, 13%, -13%
COc1ccc(/C=C(\NC(=O)c2ccco2)C(=O)N2CCCCC2)cc1
→ -3%, 1%, -6%
O=C(CCc1ccc(S(=O)(=O)N2CCOCC2)cc1)OCc1nc2ccccc2s1
→ -5%, -12%, -7%
O=C(COC(=O)c1ccc(Cl)s1)c1cc2ccccc2o1
→ -9%, -18%, -17%
CCN1CCC(N(Cc2cccc(OC)c2)C(=O)Nc2ccc(C)cc2Cl)CC1
→ 3%, u, 18µM*
Cc1ccc(Cn2c(SCc3ccc(C(=O)N4CCCCCC4)cc3)nc3ccncc32)cc1
→ -2%, u, 21µM*
CCCn1nnc(NC(=O)c2ccc(Cl)cc2Cl)n1
→ 2%, -19%, -2%
c1ccc(-c2ccccc2OCCCCN2CCCCCC2)cc1
→ -2%, 18µM*, u
O=C(NCc1ccccc1)C1CNCC(C(=O)NCc2ccccc2)C1 (stereo unspecified)
→ x, -6%, -23%
O=C(NCc1ccc(F)cc1F)Nc1cnccc1C(F)(F)F
→ -10%, -14%, u
O=C(NC1Cc2ccccc2C1)c1cc(COc2ccc(F)cc2Cl)on1
→ -23%, -8%, -30%
CC(NC(=O)CC1SC(N)=NC1=O)c1ccccc1 (stereo unspecified)
→ -3%, -7%, 23%
CCOC(=O)c1cn(CC(=O)Nc2cccc(Cl)c2)nn1
→ -7%, 2%, 2%
CCN1C(=O)c2cccc3c(S(=O)(=O)NCc4ccccc4)ccc1c23
→ -21%, u, u
Cc1ccc(CN(Cc2cccnc2)C(=O)CN2C(=O)COc3ccccc32)o1
→ -2%, -13%, -10%
Cc1nc2c(-c3ccccc3)c(C)[nH]n2c(=O)c1Cc1ccc(C(C)C)cc1
→ -1%, 2.6µM*, 2.3µM*
Cc1nn(-c2ccccc2)c(C)c1CN
→ -4%, -1%, 9%
COc1ccc(CCNS(=O)(=O)c2cc3c4c(c2)CCN4C(=O)CC3)cc1
→ -5%, 3%, u
Cc1ccc(NC(=O)C2CCN(c3ncnc4sc(C)c(C)c34)CC2)cc1S(=O)(=O)N(C)C
→ -8%, 13µM*, 9.2µM*
CCOC(=O)C1CCCN(CCC(=O)Nc2ccc(F)c(F)c2)C1 (stereo unspecified)
→ 5%, -10%, -12%
CCOC(=O)Cn1c(=O)oc2cc(S(=O)(=O)N(C)c3cccc(C)c3)ccc21
→ -25%, -18%, -19%
COc1ccc(NC(=O)COc2nc3ccccc3nc2N2CCOCC2)c(OC)c1
→ -4%, -5%, -26%
Cc1ccc(CNC(=O)CCCC(=O)Nc2cc(C)on2)cc1
→ -3%, u, u
Nc1c(Cl)cnc(C(Cl)(Cl)Cl)c1Cl
→ -11%, -10%, -23%
CCN(CC)S(=O)(=O)c1cccc(NC(=O)CCNC(=O)NC23CC4CC(CC(C4)C2)C3)c1
→ -9%, u, u
OC[C@H]1O[C@H](c2nc(-c3nc(-c4cccs4)no3)cs2)C[C@@H]1O
→ x, -17%, -20%

Values in the order – KAT2A inh, DT40 TDP1 CPT, TDP1 cell noCPT
COc1ccc(CCC(=O)N2CCN(S(=O)(=O)c3ccc4ccccc4c3)CC2)cc1
→ -3%, -4%, u
COc1ccc(S(=O)(=O)Nc2ccc(-c3ccc(N4CCCC4)nn3)cc2)cc1C
→ -5%, u, u
CN(Cc1cc(Br)cc(Br)c1N)C1CCCCC1
→ 2%, u, 9.4µM*
C#CCSc1n[nH]c(-c2ccco2)n1
→ 17%, -7%, 3%
CC(C)NC(=O)N1[C@H](c2cccs2)[C@@H](C)C(=O)[C@@H](C)[C@@H]1c1cccs1
→ -3%, 15µM*, u
Cn1c(=O)n(C)c2cc(N3CCCCC3)c(NC(=O)Nc3ccc(Br)cc3)cc21
→ -4%, u, u
CCOC(=O)N1CCN(C(=O)COC(=O)CSc2ccc([N+](=O)[O-])cc2)CC1
→ 1%, -9%, -12%
CN(C(=O)COC(=O)c1ccc(=O)n(Cc2ccccc2)n1)c1ccccc1
→ -3%, 15µM*, 18µM*
Cc1ccsc1C1C(C(=O)O)c2ccccc2C(=O)N1C (stereo unspecified)
→ 1%, 0%, -18%
CCN(CC)c1c([N+](=O)[O-])c(=O)sc2ccccc12
→ -3%, -27%, -2%
COc1cccc(-c2nc(CS(=O)(=O)CC(=O)NCc3ccccc3)c(C)o2)c1
→ -3%, u, u
O=C1CCCC2=C1C(c1ccco1)Nc1ccc3ccccc3c12 (stereo unspecified)
→ u, 21µM*, 18µM*

Source: PubChem
